Screening results from PubChem.
p53null 39C kill = kills p53 null cells at the nonpermissive temperature. H1299 p53-null (neo) cells, 39C, ATPlite viability, 24 h. hit rate 0.97% among 55,000. Potency, µM (doses to about 46.1 µM), inactives show at the highest dose activity, negative = cell killing, usual class: cytotoxic. AID 904;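 further: potency means the concentration at half of the fitted maximal effect; 0% = DMSO only and -100% = full killing by 100 µM tamoxifen; nearly all actives have a fitted effect of over 50% in size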
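Following overnight plating at 37C (600 cells/well), H1299-neo or H1299-p53A138V cells are dosed up to 46 uM. Incubation lasts 24 hr at 39C before ATP detection.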
B2AR arrestin ag = ADRB2 beta-arrestin recruitment; P07550; HTLA Tango cells, beta-arrestin recruitment, luciferase luminescence, 18 h; Potency, µM (titrated, usually from 46.1 µM), without a hit: at the top dose activation, hits mostly activators; 44,000 tested, under 10 active; AID 1347077;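 further: potency means the concentration at half of the fitted maximal effect; 0% = DMSO and full agonism = EC100 isoproterenol or metaproterenol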
Target sequence (P07550 whole entry, looked up): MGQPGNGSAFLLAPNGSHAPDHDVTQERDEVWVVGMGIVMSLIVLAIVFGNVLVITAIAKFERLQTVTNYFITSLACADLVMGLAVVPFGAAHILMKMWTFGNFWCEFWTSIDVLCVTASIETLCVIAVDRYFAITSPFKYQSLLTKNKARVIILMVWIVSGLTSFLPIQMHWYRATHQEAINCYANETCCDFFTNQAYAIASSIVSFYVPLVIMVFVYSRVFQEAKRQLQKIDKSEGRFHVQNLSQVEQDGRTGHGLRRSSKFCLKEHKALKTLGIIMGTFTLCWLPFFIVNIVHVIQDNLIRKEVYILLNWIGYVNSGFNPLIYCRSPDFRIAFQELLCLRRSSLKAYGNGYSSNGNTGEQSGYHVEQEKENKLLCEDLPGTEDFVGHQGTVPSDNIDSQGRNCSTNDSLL
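Receptor–beta-arrestin recruitment read by tTA-responsive luciferase: compound titrations (up to 46 µM) incubated 18 h with Tango cells, then luminescent substrate 15 min at room temperature. Concentration-response fits classified by r2, efficacy and activity.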
NTMT1 inhibitor = NTMT1 methyltransferase inhibition; Q9BV86; NTMT1 MTase-Glo SAH luminescence, purified enzyme; Potency, µM (series often up to 114 µM), without a hit: at the top dose activity change, negative = inhibition, actives largely listed as inhibitors; hit rate 2.5% among 59,000; AID 1645870;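 further: potency means the concentration at half of the fitted maximal effect; plate controls were DMSO vehicle for no effect and no enzyme for full effect; nearly all actives have a fitted effect of over 65% in size; many of its hits are not listed in these tables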
Target sequence (Q9BV86 whole entry, looked up): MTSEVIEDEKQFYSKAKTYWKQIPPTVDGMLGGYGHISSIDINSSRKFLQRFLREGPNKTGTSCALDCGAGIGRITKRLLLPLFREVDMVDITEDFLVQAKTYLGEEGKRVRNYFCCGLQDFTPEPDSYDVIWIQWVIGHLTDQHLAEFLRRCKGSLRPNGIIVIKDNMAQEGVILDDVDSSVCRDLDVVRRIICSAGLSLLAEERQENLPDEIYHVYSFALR
FH mod = Identification of activators of human fumarate hydratase by quantitative high-throughput screening. Fumarate hydratase, mitochondrial (Homo sapiens), P07954. FH coupled MDH/diaphorase resazurin fluorescence, 15 min. Potency, µM (top dose mostly 79.9 µM), for inactives: at the top dose activity change, negative = inhibition, usual class: inhibitors. hit rate 0.22% among 54,000. AID 1347055, 2019; further: potency means the concentration at half of the fitted maximal effect; on the % scale 0 is the no-effect control and ±100 the full control effect; the screen sought activators but most active calls are inhibition curves; nearly all actives have a fitted effect of over 45% in size
GALK inh = GALK (human) enzyme inhibition; 44,000 tested, under 10 active; AID 1347072; P51570; recombinant GALK, Kinase-Glo ATP luminescence, 1 h; Potency, µM (top dose mostly 57.5 µM), without a hit: at the highest dose activity, negative = inhibition, hits mostly inhibitors;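 further: plate controls were full GALK reaction for no effect and reaction lacking GALK for full effect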
Target sequence (P51570 whole entry, looked up): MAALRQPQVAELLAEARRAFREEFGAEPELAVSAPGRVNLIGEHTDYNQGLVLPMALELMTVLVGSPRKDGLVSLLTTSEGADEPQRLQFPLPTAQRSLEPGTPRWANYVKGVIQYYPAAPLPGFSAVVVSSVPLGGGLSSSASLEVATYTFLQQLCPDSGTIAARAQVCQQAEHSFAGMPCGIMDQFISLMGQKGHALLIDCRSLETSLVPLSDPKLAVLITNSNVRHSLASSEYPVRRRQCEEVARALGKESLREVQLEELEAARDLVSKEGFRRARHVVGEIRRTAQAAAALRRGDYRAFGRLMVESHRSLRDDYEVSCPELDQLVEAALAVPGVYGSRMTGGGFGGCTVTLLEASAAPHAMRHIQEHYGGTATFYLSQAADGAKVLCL
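5 nM GALK; 35 uM ATP; 100 uM D-galactose; 20 mM HEPES pH 8.0, 5 mM MgCl2, 60 mM NaCl, 1 mM DTT, 0.01% BSA; 1 h RT; Kinase-Glo Plus luminescence.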
p53null 32C tox = p53 null cell cytotoxicity, permissive temperature; H1299-neo p53 null cells, ATP luminescence, 24 h, 32C; Potency, µM (highest dose often 46.1 µM), inactives show top-dose activity change, negative = cytotoxicity, actives largely listed as cytotoxic; hit rate 0.62% among 55,000; AID 903;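 further: potency means the concentration at half of the fitted maximal effect; 0% = DMSO only and -100% = full killing by 100 µM tamoxifen; nearly all actives have a fitted effect of over 55% in size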
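H1299-neo (p53 null) cells, 600/well, treated 24 h at 32C with compound up to 46 uM; ATPlite luminescence viability, normalized to DMSO and 100 uM tamoxifen; AC50 by Hill fit.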
TSG101-PTAP inh = blocks PTAP binding to human TSG101, validation; 44,000 tested, under 10 active; Q99816; Potency, µM (series often up to 115 µM), for the others: top-dose activity change, negative = inhibition, usual class: inhibitors; Fluorescence polarization, FITC-PTAP peptide/Tsg101, 20 min; AID 1347069; further: potency means the concentration at half of the fitted maximal effect; 0% is about no effect
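The Tsg101 binding domain, at 10 uM final, is mixed with compound and a FITC peptide bearing the PTAP motif (50 nM final). After 20 min at r.t., polarization is measured; actives defined by CRC class, efficacy cut-off 60% inhibition.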
An asterisk follows results filed as active; [ ] = dose if it differs, or a comment. The call rests on the fitted dose curve; in most records, active means well fitted curve in the direction sought with a large enough effect; inconclusive means small, poorly fitted or top-dose-only effect, or another doubt; inactive means no such curve, though single readings can be large; an effect the other way counts as inactive or inconclusive. This is a subset; rates above refer to the full screens.

COc1ccc(NC(=O)c2cc(C)nc3c2c(C)nn3-c2cccc(Cl)c2C)c(OC)c1 was read as p53null 39C kill -9.2%, B2AR arrestin ag 0.0%, NTMT1 inhibitor inconclusive, FH mod 7.2%, GALK inh 0.5%, p53null 32C tox 18.1% and TSG101-PTAP inh -0.4%.
Screening COc1ccc(-c2cn3nc(N4CCC(C(=O)Nc5cc(Cl)ccc5OC)CC4)sc3n2)cc1 returned p53null 39C kill -26.6%, B2AR arrestin ag 0.2%, NTMT1 inhibitor 4.2%, FH mod inconclusive, GALK inh 1.1%, p53null 32C tox -1.1% and TSG101-PTAP inh 0.1%.
COc1ccc(N2C(=O)CCSC23C(=O)N(Cc2ccc(F)cc2)c2ccccc23)cc1Cl (stereo unspecified) was read as p53null 39C kill inconclusive, B2AR arrestin ag -0.6%, NTMT1 inhibitor 8.0%, FH mod -32.6%, GALK inh 3.1%, p53null 32C tox 18.2% and TSG101-PTAP inh -0.3%.
Cc1ccc(NC(=O)Cn2nnc(C(=O)NCCc3ccccc3)c2N)cc1C was read as p53null 39C kill 1.5%, B2AR arrestin ag -0.1%, NTMT1 inhibitor -7.3%, FH mod -2.9%, GALK inh -0.6%, p53null 32C tox 2.6% and TSG101-PTAP inh -2.3%.
COc1ccc(N(CC(=O)N2CCN(c3cccc(OC)c3)CC2)S(=O)(=O)c2c(C)noc2C)cc1 was read as p53null 39C kill -10.5%, B2AR arrestin ag 0.4%, NTMT1 inhibitor 8.7%, FH mod -17.3%, GALK inh -1.3%, p53null 32C tox -7.3% and TSG101-PTAP inh -0.8%.
Screening CCOC(=O)C1CCN(C(=O)Cn2ncc3c4ccccc4n(Cc4ccc(F)cc4)c3c2=O)CC1 returned p53null 39C kill inconclusive, B2AR arrestin ag -3.2%, NTMT1 inhibitor 7.7%, FH mod -17.9%, GALK inh 7.8%, p53null 32C tox -6.6% and TSG101-PTAP inh 1.5%.
For COC(=O)c1c(NC(=O)COc2ccc(C)cc2Br)sc2c1CCCC2 the results were p53null 39C kill 25.6%, B2AR arrestin ag 0.6%, NTMT1 inhibitor -9.2%, FH mod -16.2%, GALK inh 3.2%, p53null 32C tox -2.3% and TSG101-PTAP inh -4.5%.
O=C(C1CCN(S(=O)(=O)c2cccc3nonc23)CC1)N1CCN(c2ccccc2)CC1 was read as p53null 39C kill -1.7%, B2AR arrestin ag 0.6%, NTMT1 inhibitor -10.3%, FH mod -49.5%, GALK inh 4.9%, p53null 32C tox 10.1% and TSG101-PTAP inh 5.4%.
Screening COc1ccc(Cn2ccc3nc(C)c(C(=O)Nc4ccc(F)cc4)cc3c2=O)cc1 returned p53null 39C kill -9.5%, B2AR arrestin ag 1.1%, NTMT1 inhibitor -2.6%, FH mod 3.3%, GALK inh -3.3%, p53null 32C tox -2.9% and TSG101-PTAP inh 2.7%.
Screening CCOc1cccc2sc(N(Cc3cccnc3)C(=O)c3ccc(C#N)cc3)nc12 returned p53null 39C kill 10.9%, B2AR arrestin ag -2.8%, NTMT1 inhibitor -1.8%, FH mod -25.9%, GALK inh 3.2%, p53null 32C tox 14.8% and TSG101-PTAP inh -4.0%.
For O=C(NC1(C(F)(F)F)C(=O)Nc2c1c(=O)[nH]c(=O)n2CCc1ccccc1)c1ccc(Cl)cc1Cl (stereo unspecified) the results were p53null 39C kill -6.6%, B2AR arrestin ag 0.6%, NTMT1 inhibitor 7.0%, FH mod -11.2%, GALK inh 7.1%, p53null 32C tox -6.3% and TSG101-PTAP inh -2.5%.
`Cc1ccc(-c2nc(CS(=O)CC(=O)N3CCN(c4ccc(F)cc4)CC3)c(C)o2)cc1` (stereo unspecified) gave p53null 39C kill -24.4%, B2AR arrestin ag 0.5%, NTMT1 inhibitor -3.9%, FH mod -4.6%, GALK inh -2.0%, p53null 32C tox -3.9% and TSG101-PTAP inh -10.3%.
Cc1ccc(Nc2nc3ccccc3nc2-n2nc(C)cc2C)c(Cl)c1 was read as p53null 39C kill -12.1%, B2AR arrestin ag 1.0%, NTMT1 inhibitor -2.7%, FH mod 6.3%, GALK inh -7.9%, p53null 32C tox -1.4% and TSG101-PTAP inh 2.4%.
CCCC(=O)Nc1cc(C)c(O)c(-c2nc3ncccc3o2)c1 was read as B2AR arrestin ag 0.9%, NTMT1 inhibitor 17.3%, FH mod 3.6%, GALK inh 0.0% and TSG101-PTAP inh -2.0%.
For CC(=O)Nc1ccc(S(=O)(=O)NC2(C(F)(F)F)C(=O)Nc3c2c(=O)[nH]c(=O)n3-c2ccc(C)c(C)c2)cc1 (stereo unspecified) the results were B2AR arrestin ag -1.1%, NTMT1 inhibitor inconclusive, FH mod -4.6%, GALK inh 0.0% and TSG101-PTAP inh -5.3%.

2 records drawn at random from the list so far:
O=C(C1CCN(S(=O)(=O)c2cccc3nonc23)CC1)N1CCN(c2ccccc2)CC1 was read as p53null 39C kill -1.7%, B2AR arrestin ag 0.6%, NTMT1 inhibitor -10.3%, FH mod -49.5%, GALK inh 4.9%, p53null 32C tox 10.1% and TSG101-PTAP inh 5.4%.
Cc1ccc(Nc2nc3ccccc3nc2-n2nc(C)cc2C)c(Cl)c1 was read as p53null 39C kill -12.1%, B2AR arrestin ag 1.0%, NTMT1 inhibitor -2.7%, FH mod 6.3%, GALK inh -7.9%, p53null 32C tox -1.4% and TSG101-PTAP inh 2.4%.

The list continues:
`COc1cccc(NC(=O)Cn2c(=O)n(-c3cccc(OC)c3)c(=O)c3c4c(sc32)CCCC4)c1` gave p53null 39C kill -11.5%, B2AR arrestin ag 0.9%, NTMT1 inhibitor -3.7%, FH mod -2.0%, GALK inh 3.6%, p53null 32C tox 0.7% and TSG101-PTAP inh 0.2%.
Screening O=C(Cn1ncc2c3ccccc3n(Cc3cccc(Cl)c3)c2c1=O)NC1CCCCCC1 returned p53null 39C kill -13.3%, B2AR arrestin ag -4.5%, NTMT1 inhibitor -20.4%, FH mod -18.1%, GALK inh 3.8%, p53null 32C tox -2.1% and TSG101-PTAP inh 95.3%[activator].
Cc1nn(S(=O)(=O)c2ccc(F)cc2)c(C)c1S(=O)(=O)N1CCC(C)CC1 was read as p53null 39C kill -15.8%, B2AR arrestin ag -0.5%, NTMT1 inhibitor -2.1%, FH mod -0.3%, GALK inh 0.1%, p53null 32C tox 0.2% and TSG101-PTAP inh 2.8%.
`CCOC(=O)Cn1c(=O)n(-c2ccccc2OC)c2nc(-c3ccccc3C)nc(C(N)=O)c21` gave p53null 39C kill -9.6%, B2AR arrestin ag 1.2%, NTMT1 inhibitor 9.9%, FH mod -15.6%, GALK inh inconclusive, p53null 32C tox -7.2% and TSG101-PTAP inh -3.3%.
For CCOC(=O)Cn1c(=O)oc2cc(S(=O)(=O)N3CCN(c4cccc(C)c4C)CC3)ccc21 the results were p53null 39C kill -6.4%, B2AR arrestin ag 1.0%, NTMT1 inhibitor 3.2%, FH mod -16.2%, GALK inh -2.1%, p53null 32C tox 2.3% and TSG101-PTAP inh 0.0%.
Screening Cc1cccc(N2CCN(S(=O)(=O)c3ccc4c(c3)C(C(C)C)C(=O)N4)CC2)c1C (stereo unspecified) returned p53null 39C kill 27.5%, B2AR arrestin ag -0.8%, NTMT1 inhibitor -0.7%, FH mod inconclusive, GALK inh -2.1%, p53null 32C tox inconclusive and TSG101-PTAP inh -6.4%.
For Cc1ccc2c(c1)c(=O)c(C(=O)c1ccncc1)cn2CC(=O)Nc1ccccc1Cl the results were p53null 39C kill 3.1%, B2AR arrestin ag 0.7%, NTMT1 inhibitor -3.4%, FH mod 4.5%, GALK inh -1.0%, p53null 32C tox 4.5% and TSG101-PTAP inh -0.8%.
Cc1ccc(C)c(N2CCN(C(=O)c3ccc(CS(=O)(=O)c4ccc(Br)cc4)o3)CC2)c1 was read as p53null 39C kill 12.6%, B2AR arrestin ag 0.0%, NTMT1 inhibitor 7.6%, FH mod -34.1%, GALK inh 6.0%, p53null 32C tox 46.6%[activator] and TSG101-PTAP inh 10.1%.
Screening CCOc1ccc(-c2cc(C(=O)NCc3ccc(C)cc3)c3ccccc3n2)cc1 returned p53null 39C kill 4.6%, B2AR arrestin ag 1.9%, NTMT1 inhibitor -10.9%, FH mod 7.0%, GALK inh -0.5%, p53null 32C tox -3.0% and TSG101-PTAP inh -2.4%.
CNC(=O)c1sc2ncccc2c1-n1cccc1 was read as p53null 39C kill 29.3%, B2AR arrestin ag -0.5%, NTMT1 inhibitor -13.2%, FH mod -0.6%, GALK inh 4.0%, p53null 32C tox -3.4% and TSG101-PTAP inh -3.3%.
`CCCCNC(=O)CN1C(=O)c2c(c3ccccc3n2C)C1c1ccc(OC)cc1` (stereo unspecified) gave p53null 39C kill 14.5%, B2AR arrestin ag -0.1%, NTMT1 inhibitor -5.5%, FH mod -18.9%, GALK inh -1.0%, p53null 32C tox 23.1% and TSG101-PTAP inh 1.0%.
`CC(=O)c1ccc(NC(=O)CSc2nc(=O)n(Cc3ccncc3)c3c2CCC3)cc1` gave p53null 39C kill -2.5%, B2AR arrestin ag -2.0%, NTMT1 inhibitor 14.2%, FH mod -2.2%, GALK inh 3.5%, p53null 32C tox 0.6% and TSG101-PTAP inh -2.5%.
For COc1ccc(NC(=O)Cn2c(=O)n(-c3ccc(C)c(C)c3)c(=O)c3c4c(sc32)CCCCC4)cc1Cl the results were p53null 39C kill -0.4%, B2AR arrestin ag 1.2%, NTMT1 inhibitor -0.6%, FH mod -40.7%, GALK inh 7.7%, p53null 32C tox 3.9% and TSG101-PTAP inh -0.3%.
CCN(CC)C(=O)c1sc2c(c1C)c(=O)n(-c1ccc(C)c(C)c1)c(=O)n2CC(=O)Nc1ccc(OC)cc1OC was read as p53null 39C kill 11.6%, B2AR arrestin ag -2.3%, NTMT1 inhibitor 9.2%, FH mod -31.8%, GALK inh -2.6%, p53null 32C tox -3.4% and TSG101-PTAP inh 0.6%.
For CCCOc1ccc(-c2cccc(NS(=O)(=O)c3cccs3)c2)nn1 the results were p53null 39C kill -7.8%, B2AR arrestin ag 0.2%, NTMT1 inhibitor 14.6%, FH mod -11.1%, GALK inh 2.2%, p53null 32C tox 2.9% and TSG101-PTAP inh 0.0%.
`Cc1ccc(C(C)C)c(OCC(=O)Nc2c(C(=O)c3ccccc3)oc3ccccc23)c1` gave p53null 39C kill -13.3%, B2AR arrestin ag 0.8%, NTMT1 inhibitor -2.9%, FH mod 2.6%, GALK inh 2.8%, p53null 32C tox -6.2% and TSG101-PTAP inh -1.7%.
`CCc1ccc(C2=C(C)C(N3CCC(C(=O)NCc4ccc(C)o4)CC3)=NS2(=O)=O)cc1` gave p53null 39C kill -0.5%, B2AR arrestin ag 0.5%, NTMT1 inhibitor 11.3%, FH mod 2.2%, GALK inh 0.9%, p53null 32C tox -4.4% and TSG101-PTAP inh -0.7%.
Cc1ccc2c(=O)c(C(=O)c3ccc(Cl)cc3)cn(CC(=O)NC3CCCCC3)c2n1 was read as p53null 39C kill 2.2%, B2AR arrestin ag 2.0%, NTMT1 inhibitor -8.9%, FH mod -9.5%, GALK inh -1.4%, p53null 32C tox -5.2% and TSG101-PTAP inh 0.6%.
